Bioassay records as filed in PubChem.
FadD28 binding – blocks FadD28 binding to the bisubstrate probe. fluorescence polarization. inhibition, % at 12.5 µM. AID 588549. hit rate 0.22% among 360,000; in the data active = inhibition above about 8.5%, passing the limit was not always enough
TcdB inh – blocks C. difficile toxin B glycohydrolase activity; P18177; TcdB glycohydrolase enzymatic assay, plate reader; inhibition, % at 9.99 µM; hit rate 0.24% among 350,000; in the data active = inhibition above about 10%
PfHsp40 rescue – restores yeast growth despite PfHsp40 toxicity | S. cerevisiae expressing PfHsp40, growth rescue, ATP luminescence | AID 504582 | hit rate 0.68% among 340,000 | growth rescue, % at 12.5 µM; in the data active = growth rescue above about 28%, passing the limit was not always enough;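 also: yeast W303a lacking pdr1 and pdr3 grown in galactose medium; growth measured after three days at 30 °C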
BoNT F protease – BoNT F light chain protease inhibition; Multiplex microsphere protease cleavage assay, flow cytometry; inhibition, % at 10 µM; hit rate 0.22% among 360,000; in the data active = inhibition above about 35%, passing the limit was not always enough; also: plate controls were buffer without enzyme for full effect and enzyme alone for no effect
BoNT A protease – blocks Botulinum neurotoxin A light chain protease; hit rate 0.17% among 360,000; inhibition, % at 10 µM; multiplex microsphere protease substrate cleavage, flow cytometry; AID 588499; also: plate controls were buffer without enzyme for full effect and enzyme alone for no effect
Yp Topo-I inh – Y. pestis Topo-I inhibition via cleavage products; Y. pestis Topo-I cleavage product accumulation, plate reader; activity, % at 10 µM; hit rate 0.064% among 360,000; AID 504884; in the data active = activity above about 50%, passing the limit was not always enough; also: inactives centre near 2
CCHF vOTU inh – blocks the CCHF virus ovarian tumor domain protease. CCHFV vOTU protease, Pep-AMC fluorescence. inhibition, % at 11.5 µM. hit rate 0.55% among 370,000; in the data active = inhibition above about 30%; also: 0% = vehicle wells with enzyme and 100% = no enzyme wells
PrPC surface inh – reduces human prion protein on the cell surface; P04156; cell surface PrPC, TR-FRET read-out; inhibition, % at 13.8 µM; hit rate 0.43% among 370,000; in the data active = inhibition above about 24%; also: 0% = median of the test wells and 100% = reference compound wells
Anthrax LF inh2 – inhibitors of Bacillus anthracis lethal factor protease; P15917; multiplex microsphere protease cleavage assay, LF; inhibition, % at 10 µM; hit rate 0.12% among 360,000; also: plate controls were buffer without enzyme for full effect and enzyme alone for no effect
* hit, by the source's call; . = not tested or not shown. Rule as the data show it, unless noted: active = inhibition above about 30%; inconclusive = no clear call, values can overlap the other calls; inactive = below that.

The line under a structure holds: FadD28 binding, TcdB inh, PfHsp40 rescue, BoNT F protease, BoNT A protease, Yp Topo-I inh, CCHF vOTU inh, PrPC surface inh, Anthrax LF inh2
Fc1cccc(NC(=S)NNc2c3ccccc3nc3ccccc23)c1
  -3.5, 20*, 5.9, -55, 7.6, -8, -26, -1, -19
CCC(=O)NCc1c(Cl)cccc1-n1cccc1
  -0.2, ., -0.3, 10, 5.6, 3, -5, 2, -11
CN1CCCN(C2C3CC4CC(C3)CC2C4)CC1 (stereo not given)
  -1.0, ., 7.2, -2, 1.0, -3, -16, 2, -1
S=c1[nH]nc(Cc2cccs2)n1-c1cccc2ccccc12
  -3.9, ., 0.7, -5, 0.2, 1, -1, -7, 1
C=CCOc1ccc(/C=C2\SC(=S)N(C(C(=O)O)c3ccccc3)C2=O)cc1 (stereo not given)
  14*, 1.2, 0.8, -2, 0.0, 15, -6, 3, -6
CC(C)Nc1nc(NC(C)C)nc(Oc2ccc(/C=N/O)cc2)n1
  -3.2, ., -0.4, -7, -0.3, 7, -6, -6, 4
COC(=O)C1=C(C)Nc2ncnn2C1c1ccc(OCc2ccccc2)cc1 (stereo not given)
  -0.3, ., -0.3, 4, 0.8, -3, 4, -4, -7
CCO[C@@H]1OC(C(=O)NCc2ccccc2)=C[C@H](c2csc3ccccc23)[C@H]1CCCO
  -2.2, 1.3, -0.7, -6, -0.2, -5, 0, 0, 2
Cc1cccc(NCc2ccc(O)c3ncccc23)c1C
  -1.8, 0.4, -0.2, -1, -2.1, 2, 9, -2, -9
Cc1cc2c(c(=O)o1)C1(C)CC(C)(O2)c2c(cc(C)oc2=O)O1
  ., 0.1, ., -4, -0.6, ., -3, -7, -4
Cc1csc2nc(COC(=O)CNC(=O)c3ccc(Cl)cc3)cc(=O)n12
  ., -0.3, 0.0, 5, 2.6, 1, -12, -3, -4
COc1ccc(-c2nc(CCNC(=O)c3ccco3)cs2)cc1OC
  -3.2, -1.1, 0.2, -1, -0.3, 4, 0, 4, -5
CC(NC(=O)/C(C#N)=C1\N=C(NC(=O)c2cccs2)c2ccccc21)c1ccccc1 (stereo not given)
  -0.8, ., -0.4, 9, 30*, 5, -2, 0, 15
Cc1ccccc1OCc1nnc(SCCN2CCCC2)n1-c1ccccc1
  -2.1, -11, -0.7, -2, -0.4, 12, 8, -9, -6
CC(=NCCCn1ccnc1)C1=C(O)c2ccccc2C1=O
  -3.8, ., -0.9, 0, -0.5, 0, -8, -12, 1
O=C(NC1(C(F)(F)F)NC(=O)N(C2CCCCC2)C1=O)c1ccco1 (stereo not given)
  1.1, -6.5, -1.9, -2, -2.2, 6, 10, 8, 7
COC(=O)CSc1nnc(COc2ccc([N+](=O)[O-])cc2)n1C
  -2.4, 0.5, 0.5, 1, -0.2, -13, 17, -2, -2
C/C(=N\Nc1nc(N)cc(Cl)n1)c1ccc(F)cc1
  -0.8, 3.7, 1.4, -7, -0.1, 3, -9, -5, 0
O=[N+]([O-])c1ccc2nc(-c3ccncc3)[nH]c2c1
  -0.1, 1.6, -1.2, -5, -0.8, -1, -3, -15, 5
COc1cccc(-c2cc(C(F)(F)F)c(C#N)c(=O)[nH]2)c1
  -19, 1.4, -0.3, -4, 0.1, 7, -226, -4, 0
O=c1nc2n(c3ncccc13)CCC2
  -0.7, -0.1, -0.7, -6, -0.5, 7, 11, 3, 0
CCOc1ccc(Oc2ccc(C(F)(F)F)cc2N)cc1
  -0.9, ., 15, -5, -0.9, 6, 10, 1, -2
Cc1ccc(C2CC(c3cccs3)=NN2C(=O)CSC2=NN3CCCC(=O)N=C3S2)cc1 (stereo not given)
  -1.5, 1.3, 0.2, -5, -0.1, 12, 0, -3, 5
COc1ccc(NC(=S)NNc2ccc([N+](=O)[O-])cc2S(=O)(=O)Nc2ccc(C)cc2C)cc1
  0.1, -0.3, -0.1, -35, -2.1, -4, 7, 0, -4
Cc1cc(C)c2[nH]c3nc(SCC(=O)O)nnc3c2c1
  -2.7, 0.8, -0.6, 19, 2.4, -9, 18, -21, -6
CCCN(CC(=O)Nc1ccccc1C)C(=O)CC(NC(=O)c1ccccc1)c1ccccc1 (stereo not given)
  0.1, 1.3, -0.8, -7, 0.7, -9, 5, -4, -8
CCN(CC)CCCN(C(=O)c1ccco1)c1nc(-c2ccc(Cl)cc2)cs1
  -11, 1.3, 2.8, 11, -0.8, 1, 13, -18, 1
COc1ccc(CCC(=O)N2CCN(S(=O)(=O)c3cccc(Cl)c3)CC2)cc1
  0.9, 1.1, 1.5, ., ., 20, 0, -7, .
CCOC(=O)c1sc(NC(=O)CCN2CCC(C)CC2)c(C(=O)OCC)c1C
  0.4, 0.6, -1.0, -6, 1.2, 0, -1, 6, -10
O=C(NCC(=O)N1CCN(S(=O)(=O)c2ccc3c(c2)OCCO3)CC1)c1ccccc1Cl
  ., 1.2, -0.1, 1, 0.5, 9, -1, -2, -4
Cc1onc(-c2ccccc2Cl)c1C(=O)NCC1CCCO1 (stereo not given)
  1.0, ., -0.3, -6, -1.1, 4, 2, 8, -7
O=C(c1ccc(Cl)c([N+](=O)[O-])c1)N1CCN(c2ccccc2)CC1
  0.2, 1.9, -1.1, -6, -0.5, 3, -14, -20, -1
COc1ccc(-n2c(SCC(=O)N3CCCCC3)nc(O)cc2=O)cc1
  -1.6, ., 0.6, -3, -2.7, 15, 8, -6, 2
Nc1ncnc2c1ncn2[C@@H]1O[C@H](CNS(=O)(=O)c2ccc3c(c2)CCN(C(=O)C(F)(F)F)C3)[C@@H](O)[C@H]1O
  -0.7, 0.4, -0.8, -6, -0.9, 1, 2, -4, -8
O=C(NC(=S)Nc1ccc(Cl)c(C(=O)O)c1)c1ccco1
  -5.2, -2.5, -0.7, -18, -6.2, 8, 4, 6, -4
COc1cc(OC)cc(-c2nc(-c3cc4cc(C)ccc4nc3OC)no2)c1
  -2.5, 0.3, 0.5, 6, 0.4, -5, 6, 3, 2
CCOc1ccc(N2CC(C(=O)NC3CCCCCC3)CC2=O)cc1 (stereo not given)
  -2.5, 0.3, 0.3, -2, 0.0, 2, 8, 8, -9
O=C(NC1C(=O)NNC1c1ccccc1)c1ccccc1 (stereo not given)
  -5.1, ., -0.3, -6, 0.1, -1, 22, 3, -1
Cc1cccc(Nc2nc(N)c([N+](=O)[O-])c(N3CC(C)OC(C)C3)n2)c1 (stereo not given)
  -1.5, 1.8, -0.5, 3, -2.7, 1, 25, -16, -4
Cc1nc(-c2cnn(-c3ccccc3)c2)c2cc(C)oc2n1
  -1.5, ., 3.0, -6, 0.1, 1, -13, -3, 0

Part of the list above in order of formula weight, rising:
The line under a structure holds: FadD28 binding, TcdB inh, PfHsp40 rescue, BoNT F protease, BoNT A protease, Yp Topo-I inh, CCHF vOTU inh, PrPC surface inh, Anthrax LF inh2
Fc1cccc(NC(=S)NNc2c3ccccc3nc3ccccc23)c1
  -3.5, 20*, 5.9, -55, 7.6, -8, -26, -1, -19
CCO[C@@H]1OC(C(=O)NCc2ccccc2)=C[C@H](c2csc3ccccc23)[C@H]1CCCO
  -2.2, 1.3, -0.7, -6, -0.2, -5, 0, 0, 2
Nc1ncnc2c1ncn2[C@@H]1O[C@H](CNS(=O)(=O)c2ccc3c(c2)CCN(C(=O)C(F)(F)F)C3)[C@@H](O)[C@H]1O
  -0.7, 0.4, -0.8, -6, -0.9, 1, 2, -4, -8

Carrying on:
The line under a structure holds: FadD28 binding, TcdB inh, PfHsp40 rescue, BoNT F protease, BoNT A protease, Yp Topo-I inh, CCHF vOTU inh, PrPC surface inh, Anthrax LF inh2
CCCNC(=O)CN1CCN(c2cc3ccccc3c(Cl)n2)CC1
  ., 0.5, -0.6, 2, 0.6, 5, 12, -9, 3
COc1cc(C)c(Cl)cc1S(=O)(=O)NCC1CCCO1 (stereo not given)
  -5.7, ., 0.0, 13, 1.2, -6, 2, -4, 2
O=C(CNC(=O)c1ccco1)N/N=C/c1c[nH]c2ccccc12
  0.7, 6.3, -0.3, 1, -0.8, 4, -6, -1, -4
Cc1ccc(C)c(CN2C(=O)c3ccccc3S(=O)c3ccc(C(=O)N4CCN(c5ccccn5)CC4)cc32)c1 (stereo not given)
  -3.1, 1.2, 3.1, -2, -0.5, -2, 6, 2, 0
Cc1cc2cc(CNC(=O)CC(C)C)ccc2n1C
  -0.3, ., 3.1, 13, 31*, 1, 6, 0, 34*
CCOP(=O)(OCC)C(Nc1ccccc1)c1ccc2c(c1)OCO2 (stereo not given)
  -1.7, 1.5, 0.6, 0, -2.1, -3, 0, -1, -3
O=C(NC(=S)N1CCN(c2ccccc2)CC1)c1ccco1
  -2.5, 0.3, 0.2, ., ., -9, -8, -2, .
COc1ccc2c(c1)c(=O)cc(-c1ccccc1)n2C
  -0.8, ., 0.0, -3, 0.1, 3, -4, 0, 2
O=C(NCCc1ccc(Cl)cc1)c1ncn[nH]1
  -2.1, ., -0.4, -21, -1.2, -2, 7, 5, -2
CC1CCCCC1NC(=O)COC(=O)c1ccc2c(=O)n3c(nc2c1)CCC3 (stereo not given)
  -2.2, 0.3, -0.3, -4, -0.2, 8, 13, 1, 0
Cc1cc(C)c(NC(=O)C2C3/C=C\CCCCC32)c(C)c1 (stereo not given)
  -2.0, ., -0.1, -8, -0.5, 1, -7, -2, -7
COc1ccc(C#Cc2c(-c3ccccc3)n(-c3ccccc3)c3ccc(CO)cc23)cc1
  -0.6, 0.9, 65*, 0, 0.7, -4, -23, 13, -8
O=C(NCc1ccco1)c1cccc(NS(=O)(=O)c2cccc(F)c2)c1
  0.0, ., 0.1, -10, -0.3, 2, 5, -2, 1
O=C(O)c1nn(CC(=O)N2CCN(c3ncc(C(F)(F)F)cc3Cl)CC2)c(=O)c2ccccc12
  ., -0.1, 1.0, -5, -0.5, 18, 0, -7, -2
Nc1ccc(OCCc2ccccc2)cc1
  -3.3, 1.0, 0.1, -4, -2.5, 0, -1, 11, -4
CCOC(=O)Cn1c(=O)c2c(nc(N3CCCCC3)n2Cc2ccccc2)n(C)c1=O
  -4.0, ., -0.6, 1, 0.0, 21, 17, 3, -2
COc1ccccc1CNc1ncccc1[N+](=O)[O-]
  -2.7, 2.7, 0.8, 13, 1.6, 9, 4, -2, 8
COc1ccc(C2C(C(=O)Nc3ccccc3)=C(C)Nc3nc(CCCO)nn32)cc1 (stereo not given)
  -5.2, ., -1.7, 2, -0.1, -6, -3, 3, -3
O=C(CN1CCN(c2ccccn2)CC1)Nc1cccc(C(F)(F)F)c1
  -1.0, ., -0.6, -4, -0.8, 11, -6, 0, 0
CN(C)Cc1cc(C(F)(F)F)ccc1C(O)(c1ccccc1)c1ccccc1
  -11, 0.3, -0.8, 0, 0.3, 0, 10, -6, -1
Cc1cc(C(=O)Nc2cccc(O)c2)c(C)o1
  0.0, ., -0.4, 2, 1.2, -1, 2, -3, 3

As a working copy, some entries already given:
The line under a structure holds: FadD28 binding, TcdB inh, PfHsp40 rescue, BoNT F protease, BoNT A protease, Yp Topo-I inh, CCHF vOTU inh, PrPC surface inh, Anthrax LF inh2
CCOP(=O)(OCC)C(Nc1ccccc1)c1ccc2c(c1)OCO2 (stereo not given)
  -1.7, 1.5, 0.6, 0, -2.1, -3, 0, -1, -3
O=C(NC(=S)N1CCN(c2ccccc2)CC1)c1ccco1
  -2.5, 0.3, 0.2, ., ., -9, -8, -2, .
COc1ccc2c(c1)c(=O)cc(-c1ccccc1)n2C
  -0.8, ., 0.0, -3, 0.1, 3, -4, 0, 2
